GRP78 ERSR act = qHTS for Inducers of the Endoplasmic Reticulum Stress Response (ERSR) in Human Glioma: qHTS; Potency, µM, for the others: at the top dose activation, usual class: activators; 420,000 tested, 0.02% active; U87-MG GRP78 promoter luciferase reporter, 16 h; note: potency is the fitted concentration of half-maximal effect; series mostly up to about 76 µM; % of control where 0% means no effect; nearly all actives have a fitted effect of over 35% in size
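Stably transfected U87-MG glioma cells carrying a GRP78-based luciferase sensor; 16 h compound incubation. Luminescence end-point read 10 min after Bright-Glo addition at room temperature.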
USP1-UAF1 inh = Inhibitors of USP1/UAF1: Primary Screen | Ubiquitin carboxyl-terminal hydrolase 1 (Homo sapiens), O94782 | recombinant USP1/UAF1, Ub-Rhodamine cleavage fluorescence | Potency, µM (titrated, usually from 57.1 µM), for the others: at the highest dose activity change, negative = inhibition, most hits filed as inhibitors | 390,000 tested, 0.23% active | AID 743255, 2014; note: potency is the fitted concentration of half-maximal effect; % is set by controls: 0 for no effect and ±100 for the full control effect; nearly all actives have a fitted effect of over 60% in size; inactives centre near -12
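USP1/UAF1 complex (1 nM) preincubated 15 min at room temperature with compound, then Ub-Rho substrate (150 nM final) added. Kinetic fluorescence at 480/540 nm over 6 reads at 60 s intervals; 50 mM HEPES pH 7.8, 0.5 mM EDTA, 0.1 mg/ml BSA, 1 mM TCEP, 0.01% Tween-20.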
IDH1 R132H inh = qHTS for Inhibitors of mutant isocitrate dehydrogenase 1 (IDH1): qHTS. AID 602179, 2012. Potency, µM (top dose mostly 76.6 µM), without a hit: at the highest dose activity change, negative = inhibition, usual class: inhibitors. 390,000 tested, 0.093% active. Isocitrate dehydrogenase [NADP] cytoplasmic (Homo sapiens), O75874. IDH1-R132H enzyme, NADPH consumption, diaphorase/resazurin fluorescence; note: potency is the fitted concentration of half-maximal effect; % is set by controls: 0 for no effect and ±100 for the full control effect; nearly all actives have a fitted effect of over 65% in size
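IDH1-R132H (0.5 ug/mL) preincubated 30 min with compound, then NADPH (0.016 mM) and alpha-KG (2 mM) added; 80 min at RT, pH 7.5. Remaining NADPH coupled via diaphorase/resazurin to fluorescence (540/590 nm); concentration-response curves normalized to no-enzyme control.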
Vif-APOBEC3F blk = qHTS for Inhibitors of Vif-A3F Interactions: qHTS | HeLa A3F-eYFP + Vif (tagged APOBEC3F with the HIV-1 protein that degrades it), YFP fluorescence increase | 390,000 tested, 0.2% active | Potency, µM (doses to about 46.1 µM), for the others: top-dose activity, negative = active; note: potency is the fitted concentration of half-maximal effect; % of control where 0% means no effect; nearly all actives have a fitted effect of over 65% in size
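Fluorescence increase (Ex 488/Em 500-530) after overnight compound treatment at 37 deg C flags inhibition of Vif-driven A3F-eYFP loss in stable HeLa A3F-eYFP/Vif cells seeded overnight beforehand.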
Vif-APOBEC3G blk = qHTS for Inhibitors of Vif-A3G Interactions: qHTS; DNA dC->dU-editing enzyme APOBEC-3G (Homo sapiens), Q9HC16; 410,000 tested, 0.076% active; Potency, µM (top dose mostly 46.1 µM), inactives show at the highest dose activity, negative = active, hits mostly inhibitors; HeLa A3G-eYFP + Vif (tagged APOBEC3G with the HIV-1 protein that degrades it), YFP fluorescence, overnight; AID 602310, 2012;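 note: potency is the fitted concentration of half-maximal effect; % is set by controls: 0 for no effect and ±100 for the full control effect; nearly all actives have a fitted effect of over 60% in size; hits raise eYFP signal because A3G escapes Vif-driven loss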
Target sequence (Q9HC16 whole entry, looked up): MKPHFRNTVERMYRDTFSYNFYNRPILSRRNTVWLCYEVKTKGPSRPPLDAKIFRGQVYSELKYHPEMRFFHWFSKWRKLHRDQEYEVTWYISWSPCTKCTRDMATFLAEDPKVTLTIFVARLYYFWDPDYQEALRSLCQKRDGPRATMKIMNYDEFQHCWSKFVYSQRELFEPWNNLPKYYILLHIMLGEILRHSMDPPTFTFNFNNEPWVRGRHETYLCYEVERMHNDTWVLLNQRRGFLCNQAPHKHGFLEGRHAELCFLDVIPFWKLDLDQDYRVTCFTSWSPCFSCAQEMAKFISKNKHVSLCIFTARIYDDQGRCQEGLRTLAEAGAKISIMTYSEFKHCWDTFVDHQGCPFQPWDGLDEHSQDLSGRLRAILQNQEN
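Read-out is eYFP fluorescence (Ex 488/Em 500-530) from Vif-expressing HeLa A3G-eYFP cells; more signal means A3G escaped Vif-mediated degradation. Cells plated overnight, compound pinned in, incubated overnight at 37 deg C.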
PI4K2A inh = qHTS for small molecular inhibitors of PI4K2A. purified PI4K2A, ADP-Glo luminescence, 1 h; stronger effect = lower value. activity change, negative = inhibition, % at 76.9 µM. 420,000 tested, 0.13% active; in the data active = activity change below about -50%; inconclusive = mostly about -30% to -49%;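 note: -100% = wells without enzyme as full effect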
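PI4K2A activity was measured by ADP-Glo luminescence: enzyme (4 ug/mL stock) and phosphatidylinositol (1.2 mM stock) in Tris pH 7.5/MgCl2/EGTA/Triton X-100 buffer were reacted with ATP (300 microM stock) for one hour at ambient temperature.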
RXFP1 agonist = qHTS Assay for Agonists of the Relaxin Receptor RXFP1 | Relaxin receptor 1 (Homo sapiens), Q9HBX9 | HEK293T-RXFP1 cAMP TR-FRET, 30 min; response scale: percent of porcine relaxin response, buffer zero | Potency, µM (titrated, usually from 57.5 µM), inactives show at the top dose activation, usual class: activators | 370,000 tested, 0.3% active; note: potency is the fitted concentration of half-maximal effect; % is set by controls: 0 for no effect and ±100 for the full control effect; nearly all actives have a fitted effect of over 60% in size; many of its hits are not listed in these tables
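Agonist response is measured as cAMP accumulation in an RXFP1-transfected HEK293T line under PDE4 inhibition. Values are scaled between buffer-only and 29 nM porcine relaxin, and EC50s come from standard Hill equation fits.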
LDHA block = qHTS assay for inhibitors of human lactate dehydrogenase; L-lactate dehydrogenase A chain (Homo sapiens), P00338; activity change, % (values are at about 110 or 230 µM); 480,000 tested, 0.15% active; purified LDHA, NADH/diaphorase-resazurin fluorescence; stronger effect = lower value; in the data active = activity change below about -30%; inconclusive = mostly about -25% to -30%;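 note: plate controls were DMSO wells for no effect and wells without enzyme for full effect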
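Remaining NADH was detected by diaphorase (0.133 mg/mL) converting 37 µM resazurin to fluorescent resorufin, read at 0 and 20 minutes. The preceding 5-minute room-temperature reaction used 2 nM LDHA, 0.2 mM sodium pyruvate and 0.06 mM NADH at pH 7.4.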
TrxR1 substrate = qHTS Assay for Substrates of Mammalian Selenoprotein Thioredoxin Reductase 1 (TrxR1): qHTS. 390,000 tested, 0.01% active. Thioredoxin reductase 1, cytoplasmic (Rattus norvegicus), O89049. Potency, µM (highest dose often 114 µM), inactives show at the top dose activity change, negative = substrate turnover. purified TrxR1 substrate turnover, NADPH consumption readout; note: potency is the fitted concentration of half-maximal effect; % is set by controls: 0 for no effect and ±100 for the full control effect; nearly all actives have a fitted effect of over 50% in size
Target sequence (O89049 whole entry, looked up): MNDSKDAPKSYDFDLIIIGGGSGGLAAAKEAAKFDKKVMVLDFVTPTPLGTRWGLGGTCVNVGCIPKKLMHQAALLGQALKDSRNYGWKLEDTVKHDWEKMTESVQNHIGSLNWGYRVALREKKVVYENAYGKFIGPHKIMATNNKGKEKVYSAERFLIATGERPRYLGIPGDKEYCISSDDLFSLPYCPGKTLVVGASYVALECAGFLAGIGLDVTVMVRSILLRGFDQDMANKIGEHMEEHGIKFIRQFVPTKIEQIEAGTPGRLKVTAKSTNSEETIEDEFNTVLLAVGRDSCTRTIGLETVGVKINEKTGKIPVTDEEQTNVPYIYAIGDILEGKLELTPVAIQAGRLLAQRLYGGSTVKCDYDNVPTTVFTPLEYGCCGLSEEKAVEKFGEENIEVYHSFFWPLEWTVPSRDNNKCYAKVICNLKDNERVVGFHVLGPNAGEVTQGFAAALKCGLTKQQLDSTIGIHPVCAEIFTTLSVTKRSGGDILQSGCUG
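Rat TrxR1, dispensed at 90 nM, was prereduced with 400 uM NADPH (final) for 5 min at ~22 deg C, then incubated with compound 15 min before 400 uM selenite. A first-read NADPH fluorescence drop versus no-compound background flagged substrates.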
* = called active by the depositor; ? = inconclusive; · = not tested or not shown; & = joins results of further samples; [ ] = remark or other dose. Unless noted, calls come from the whole dose curve; as a rule, active = well fitted curve in the direction sought with a large enough effect; inconclusive = small, poorly fitted or top-dose-only effect, or another doubt; inactive = no such curve, though single readings can be large; an effect the other way counts as inactive or inconclusive. This is a subset; rates above refer to the full screens.

SMILES	GRP78 ERSR act	USP1-UAF1 inh	IDH1 R132H inh	Vif-APOBEC3F blk	Vif-APOBEC3G blk	PI4K2A inh	RXFP1 agonist	LDHA block	TrxR1 substrate
O=C(O)CCCn1cc(NC(=O)COc2cc(F)ccc2[N+](=O)[O-])cn1	-4%	-14%	-1%	9%	8%	-1	0.4%	2	0%
COc1ccccc1CNC(=O)CSC(=S)N1CCCC1	0%	-8%	6%	-10%	0%	0	0.2%	-5	-3%
C/C(=N\O)C1/C(=N/O)CC2C1C2(C)C (stereo not drawn)	-2%	-4%	-1%	-10%	1%	-2	-0.3%	-4	4%
COC(=O)c1ccccc1NC(=O)Cn1c(=O)n(CCCC(=O)NCCc2ccc(OC)c(OC)c2)c(=O)c2ccccc21	-2%	-2%	-12%	-8%	3%	-1	16%	-4	-1%
O=C(CN1C(=O)NC2(CCCC2)C1=O)OCCOc1cccc(Cl)c1	-2%	-20%	11%	2%	1%	2	-0.8%	-8	0%
CCOc1ccc(NC(=O)CN(C)C(=O)c2cc3c(s2)CCC3)cc1OCC	-3%	-11%	1%	-4%	-1%	?	·	-4	·
COC(=O)c1ccsc1NC(=O)CCS(=O)(=O)c1ccc(Cl)cc1	-2%	-17%	2%	-7%	-17%	-4	0.8%	-1	3%
Cc1ccc(S(=O)(=O)N2[C@@H](c3ccc(F)cc3)C(C(=O)O)=CC[C@H]2c2cccc(Cl)c2)cc1	-1%	-33%	-8%	2%	0%	0	0.3%	-14	-6%
CC(O)(c1ccncc1)c1nc(-c2cccc(C(F)(F)F)c2)cs1 (stereo not drawn)	-6%	·	·	·	-6%	0	·	-8	·
Clc1cccc(Nc2ncnc3ccc(Br)cc23)c1	-2%	?	11%	1%	-5%	-2	12%	-11	13%[57.1 µM]
CCOc1ccc(C(=O)c2cn(CC(=O)Nc3ccc4c(c3)OCO4)c3ccc(OC)cc3c2=O)cc1	-2%	?	-5%	-9%	0%	-9	9.4%	-4	-7%
O=[N+]([O-])c1ccc(O)c(-c2nn[nH]n2)c1	3%	-5%	-5%	-5%	0%	-24	0.8%	6	2%[57.1 µM]
Cc1ccc2nc(-c3ccc(F)cc3)c(Cc3cccc(Cl)c3)n2c1	-2%	·	·	·	-3%	-1	·	2	·
Cc1cc(C)n2cc(CSc3ccc(Br)cc3)nc2n1	2%	-23%	22%	3%	1%	7	3.7%	-1	6%
Cc1cc(NS(=O)(=O)c2ccc(-c3ccccc3)cc2)no1	-2%	2%	1%	0%	-4%	0	-0.7%	-10	-8%
O=C(NCc1ccco1)c1ccc(CS(=O)(=O)c2cccc(C(F)(F)F)c2)o1	-2%	-22%	1%	7%	3%	0	1.3%	-1	-3%
N=c1c(C(=O)NCc2ccc3c(c2)OCO3)cc2c(=O)n3ccccc3nc2n1Cc1cccnc1	-3%	-19%	-4%	-5%	-1%	-15	7.6%	-6	11%
O=C(CN(C(=O)CCC(=O)Nc1nccs1)c1ccc(F)cc1)NCC1CCCO1 (stereo not drawn)	0%	-6%	-1%	-5%	2%	-11	0.2%	-10	12%[57.1 µM]
CC(C)P(=O)(Cc1cccc(C#N)c1)C(C)C	-4%	3%	9%	0%	0%	-1	2.0%	-3	8%
O=C(CSc1nc2scc(-c3ccco3)c2c(=O)n1-c1ccccc1)N1CCOCC1	-2%&-8%	-9%	14%	-5%	-4%&-4%	-5	11%	-1&-6	10%[0.457 µM]
O=C(COC(=O)c1ccc([N+](=O)[O-])o1)NC12CC3CC(CC(C3)C1)C2	-5%	?	4%	-10%	-1%	0	·	9	-1%[57.1 µM]
CS(=O)(=O)NNC(=O)CN1C(=O)C2C3C=CC(C3)C2C1=O (stereo not drawn)	-1%	?	10%	12%	1%	1	0.7%	-1	-10%[57.1 µM]
CCCCCCCCCCCCCCCC[n+]1cccc(C(=O)N(CC)CC)c1	-7%&-14%	?	-5%&9%	-3%&7%	?	-7&-4	4.9%	13&0	2%&1%
Cc1ccc(N(CC(=O)Nc2ccc(C)c(F)c2)S(=O)(=O)c2c(C)n[nH]c2C)cc1	-1%	?	-26%	-8%	-1%	-4	1.6%	2	-6%
Cc1c(C(=O)OCC(=O)N(C)Cc2ccccc2)oc2ccccc12	1%	-3%	-2%	-2%	-4%	0	-0.3%	-4	-2%
Cc1nnc2c(NC3CCCCC3)nc3ccccc3n12	-2%	-2%	4%	0%	1%	-4	0.6%	-9	-1%
COc1ccccc1C(=O)NC(CCSC)C(=O)NCC(c1cccs1)N1CCOCC1 (stereo not drawn)	-3%	-14%	9%	3%	2%	-4	0.9%	-3	-3%
COc1ccc(NC(=O)c2cc3c(CO)cnc(C)c3oc2=Nc2cccc(F)c2)c(OC)c1	-3%	-15%	-5%	-1%	3%	-1	0.6%	-8	4%
CCCSc1nnc(CSc2nc(C)cc(C)n2)n1C	-4%	-2%	14%	-11%	1%	-3	7.8%	-11	-9%
CC1CCCN(C(=O)C2CCN(S(=O)(=O)c3cccc4nonc34)CC2)C1 (stereo not drawn)	1%	-19%	-7%	3%	-3%	-1	2.6%	-1	5%[57.1 µM]
COc1ccc(S(=O)(=O)N2CCC(C(=O)NCCCN3CCOCC3)CC2)cc1	-4%	-24%	-5%	-2%	0%	-5	0.4%	-2	0%
O=C(NCc1ccccc1)C1=C[C@H](c2coc3ccccc3c2=O)C[C@H](OCc2ccc(CO)cc2)O1	1%	-16%	2%	-1%	2%	1	-0.8%	4	-1%
Cc1ccccc1NN=Nc1nc2c([nH]1)c(=O)n(C)c(=O)n2C	-2%	-11%	-5%	5%	-6%	4	12%	8	-1%
COc1ccc(-c2[nH]c(-c3cccc(OC)c3)nc2SCC(=O)NC2CCCC2)cc1	-2%&0%	3%&-19%	7%&2%	3%&0%	-7%&-9%	0&-5	0.2%&-0.3%	3&4	26%
Cc1cc(C)c(S(=O)(=O)N2CCN(C(=O)CCn3nc(C)c(C)c3C)CC2)c(C)c1	-2%	-6%	4%	-25%	0%	-2	0.5%	-2	5%[57.1 µM]
N#Cc1ccccc1OCC(=O)N(C1CCCCC1)C1CCS(=O)(=O)C1 (stereo not drawn)	-1%	-8%	10%	0%	0%	-3	-0.9%	-1	-9%
Cn1c(=O)oc2cc(S(=O)(=O)NCCC(=O)NC3CCCC3)ccc21	-3%	-18%	5%	-14%	3%	16	0.3%	-6	10%
O=C(Oc1ccc(Br)cc1C(=S)N1CCOCC1)c1ccccc1	-3%	-25%	4%	10%	-1%	2	2.6%	-1	-15%[57.1 µM]
CC1(C)NC(=O)N(CC(O)CN(c2ccccc2)S(=O)(=O)c2ccccc2[N+](=O)[O-])C1=O (stereo not drawn)	-6%	-18%	8%	7%	-3%	-2	0.9%	-3	5%[57.1 µM]
COc1cccc(CNC(=O)CCCN2C(=O)CCn3nc(-c4cccn4C)cc32)c1	-3%	-21%	-13%	-2%	1%	1	2.0%	-3	1%[57.1 µM]
Cc1csc(NC(=O)c2ccoc2C)n1	-2%	-17%	1%	-12%	2%	?	-0.1%	0	5%
Cc1cc(Cl)ccc1C(=O)C1CCCN(C(=O)c2cnsn2)C1 (stereo not drawn)	-1%	-8%	1%	0%	-1%	-3	-0.9%	0	5%
CCOC(=O)C1CCN(c2c(NC3CCCCCCC3)c(=O)c2=O)CC1	1%	0%	-1%	4%	0%	-2	-0.7%	0	-4%
COc1ccc(CN2CC(C(=O)NCCN3CCN(c4ccccc4F)CC3)CC2=O)cc1 (stereo not drawn)	-2%	-6%	6%	0%	1%	-6	0.3%	-3	-10%
CN(Cc1ccco1)S(=O)(=O)c1nnc(NC(=O)c2cccc(Cl)c2)s1	4%&-2%	-11%&-28%	47%&49%[activator]	-2%&1%	2%&2%	0&-9	2.6%&12%	-8&-16	4%&1%
CCOC(=O)c1ccc2ncc3c(-c4ccccc4)nn(-c4ccc(F)c(Cl)c4)c3c2c1	-4%	-21%	-4%	-5%	-1%	0	?	-2	5%
CC1(C)CC(=O)c2sc(NC(=O)c3cccs3)nc2C1	4%	1%	0%	2%	0%	1	5.3%	-10	-22%

Record cards, from the list above. Values in the order: GRP78 ERSR act | USP1-UAF1 inh | IDH1 R132H inh | Vif-APOBEC3F blk | Vif-APOBEC3G blk | PI4K2A inh | RXFP1 agonist | LDHA block | TrxR1 substrate
Record of Cc1csc(NC(=O)c2ccoc2C)n1 : -2% | -17% | 1% | -12% | 2% | ? | -0.1% | 0 | 5%
Record of Cn1c(=O)oc2cc(S(=O)(=O)NCCC(=O)NC3CCCC3)ccc21 : -3% | -18% | 5% | -14% | 3% | 16 | 0.3% | -6 | 10%

Compound activity: PubChem, National Center for Advancing Translational Sciences (NCATS)
